High-throughput results from PubChem.
LGR2 inh: Drosophila LGR2 receptor signaling inhibition. HEK293 LGR2, CRE-luciferase, bursicon-stimulated, 4 h. hit rate 0.35% among 380,000. AID 720647. inhibition, % at 9.99 µM;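 active = drop in luminescence signal, shown as inhibition above about 50% in the replicate tests, limit read from the data, passing the limit was not always enough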;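 note: agonist challenge used bursicon conditioned medium at about half maximal strength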
SIRT5 inh: blocks human SIRT5 desuccinylation of peptide; Q9NXA8; Purified SirT5, succinyl-peptide AMC, trypsin-coupled fluorescence; inhibition, % at 15 µM; hit rate 1.1% among 330,000; AID 652115; in the data active = inhibition above about 15%
Target sequence (Q9NXA8 whole entry, looked up): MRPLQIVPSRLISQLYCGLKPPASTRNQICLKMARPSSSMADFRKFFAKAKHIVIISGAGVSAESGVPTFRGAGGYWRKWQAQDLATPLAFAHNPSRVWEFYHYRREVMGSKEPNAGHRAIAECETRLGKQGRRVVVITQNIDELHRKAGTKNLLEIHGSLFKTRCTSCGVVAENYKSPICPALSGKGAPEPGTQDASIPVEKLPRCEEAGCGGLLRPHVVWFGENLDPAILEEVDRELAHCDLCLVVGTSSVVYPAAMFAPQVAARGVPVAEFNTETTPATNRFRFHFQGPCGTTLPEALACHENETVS
S100A4 MyoIIA: S100A4-myosin IIA interaction inhibition; P26447; S100A4/TAMRA-MyoIIA peptide fluorescence polarization; inhibition, % at 10.7 µM; hit rate 0.14% among 360,000;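 active = mean inhibition of at least 70% across replicates, with every replicate also reaching that level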
Target sequence (P26447 whole entry, looked up): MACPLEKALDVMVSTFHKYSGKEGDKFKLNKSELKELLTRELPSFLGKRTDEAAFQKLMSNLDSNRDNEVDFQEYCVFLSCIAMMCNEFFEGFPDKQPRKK
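incubation = readout 5 min after mixing, signal stable up to 60 min | system = S100A4 monomer protein | buffer or medium = HEPES pH 7.2 with CaCl2, KCl, NaCl, DTT, Triton | benchmarks = neutral control DMSO, positive control TFP | also added = fluorescent myosin IIA peptide, 5 nM | compound dosing = one concentration per compound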
PGC1a acetyl inh: modulators of PGC1a acetylation; U2OS PGC1a acetylation, AlphaScreen anti-acetyl-lysine; with virally co-expressed GCN5 acetyltransferase; inhibition, % at 15.6 µM; hit rate 0.17% among 350,000; AID 651687;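 active = every replicate shows inhibition of at least 40%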;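 note: 0% = neutral control wells and 100% = positive control wells; some results beyond the cut were filed as inactive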
ERAP1 inh: blocks human ERAP1 aminopeptidase activity | hit rate 0.15% among 340,000 | inhibition, % at 10.7 µM | recombinant ERAP1, Leu-AMC fluorescence, 60 min | AID 652197 | Q9NZ08;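 active = mean replicate inhibition of at least 30%, or all replicates individually reaching that 30% level; inactive = mean below 30% and not every replicate reaching it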;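 note: 0% = neutral control wells and 100% = L-leucinethiol positive control wells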
Statin myotox sup: suppression of simvastatin myotoxicity; rescue of ATP level, % at 7.49 µM; C2C12 myotubes + simvastatin, ATP luminescence, 48 h; scaled: DMSO 0, geranylgeraniol control 100; hit rate 0.78% among 330,000;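 active = mean ATP rescue above about 67%, or every replicate alone reaching that limit, limit read from the data, passing the limit was not always enough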;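 note: myotubes were challenged with 10 µM simvastatin during compound exposure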
Cneo AK release: causes C. neoformans cell lysis. adenylate kinase release luminescence, 4 h; normalised: neutral wells 0, clomiphene wells 100. lysis activity, % at 15 µM. hit rate 0.2% among 360,000. AID 651654;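 active = mean lysis activity across replicates of at least 80%, whatever share of replicates individually reach that level; inactive = mean lysis activity below 80%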
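Material – log-phase Cryptococcus neoformans yeast cells · Input – 5 × 10^6 yeast cells/mL · Medium – fresh YPD growth medium · Doses – single compound concentration per well · Timing – static 4 h at 37 °C with compound, 1 h detection · Detection – adenylate kinase release luminescence · Read-out – signal increase indicating cell lysis · Control set – Clomiphene as positive lysis control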
Xi reactivation: reactivates the inactive X chromosome in mouse fibroblasts; activation, % at 7.58 µM; XiGFP mouse fibroblasts, % GFP-positive cells imaging, 3 d; cells co-treated with 5-aza-dC sensitizer; scaled so ellipticine positive control = 100%; hit rate 0.055% among 360,000;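 active = mean normalized replicate activation at least 10% and every replicate at or above 10%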;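 note: 0% = median of on-plate neutral control wells and 100% = ellipticine 6 µM median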
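material = 68-5-11 XiGFP fibroblast line | medium = DMEM plus 5-aza-dC sensitizer | schedule = 3 days compound exposure | benchmarks = positive control ellipticine, 6 µM final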
* marks the source's active call; other numbers are inactive results; . = not tested or not shown. Not all compounds are listed, so the mix of outcomes need not match the whole.

item | structure | LGR2 inh | SIRT5 inh | S100A4 MyoIIA | PGC1a acetyl inh
1 | O=C(COc1ccccc1)Nc1ccccc1Cl | -64.5 | -0.4 | 7.6 | .
2 | Cc1ccc(S(=O)(=O)Nc2ccc3c(c2)C(=O)N([C@H](C)CO)C[C@@H](C)[C@@H](CN(C)Cc2ccc(C(F)(F)F)cc2)OCCCC[C@@H](C)O3)cc1 | 24.2 | 17.7* | 6.9 | -15.1
3 | Cc1noc(C)c1NC(=O)N(C)C[C@H]1Oc2ccc(NS(=O)(=O)c3cn(C)cn3)cc2CC(=O)N([C@@H](C)CO)C[C@H]1C | -5.5 | 0.0 | 7.4 | 3.0
4 | C[C@H]1CN([C@@H](C)CO)C(=O)c2cccc(NS(C)(=O)=O)c2O[C@H]1CN(C)S(=O)(=O)c1cn(C)cn1 | 16.6 | 6.2 | -27.6 | -5.8
5 | COc1ccc(C)cc1NC(=O)c1c([N+](=O)[O-])cnn1C | -0.3 | 1.5 | -4.4 | 9.0
6 | CCOc1cccc(C(=O)NNC(=O)C2C3C=CC(C3)C2C(=O)O)c1 (configuration not stated) | -14.4 | 1.0 | -1.7 | -1.0
7 | COc1ccccc1CN1[C@H](CO)[C@H]2c3ccccc3N(C(=O)c3cccnc3)C[C@H]21 | -9.9 | 5.0 | 130.1* | 11.0
8 | CCN(Cc1cc2ccccc2[nH]c1=O)S(=O)(=O)c1ccc(OC)cc1 | -1.3 | 1.9 | 4.6 | -9.8
9 | CC(C)NC(=S)NN=C1CCC(c2ccccc2)CC1 (configuration not stated) | -6.5 | 6.4 | -4.9 | -7.5
10 | O=C(NCc1ccncc1)[C@@H]1CCCN1C(=O)[C@@H]1CCCN1C(=O)c1ccccc1Cl | -2.4 | -3.3 | 2.3 | .
11 | O=C1CC(c2cccc(Cl)c2)c2cc3c(cc2N1)CCC3 (configuration not stated) | 2.0 | -1.5 | -5.7 | -13.8
12 | C[C@@H]1CCCCO[C@@H](CN(C)CC2CCCCC2)[C@@H](C)CN([C@@H](C)CO)C(=O)c2cc(NC(=O)Nc3ccc(F)cc3)ccc2O1 | -1.4 | -0.2 | 2.0 | -10.6

item | ERAP1 inh | Statin myotox sup | Cneo AK release | Xi reactivation
1 | 1.6 | . | . | 0.0
2 | -0.9 | . | 13.3 | 0.2
3 | 2.9 | -5.7 | 0.0 | -0.5
4 | 0.5 | . | -1.1 | -1.2
5 | -2.9 | 14.4 | 1.4 | 0.0
6 | -6.3 | . | -0.6 | 0.1
7 | 3.2 | 28.0 | 39.0 | 0.0
8 | 3.5 | -5.0 | -0.2 | 0.0
9 | -4.0 | -6.2 | . | 0.0
10 | . | . | . | 0.0
11 | -1.8 | -11.3 | 0.5 | .
12 | -3.5 | . | 56.1 | 0.0

Other entries follow.
item | structure | LGR2 inh | SIRT5 inh | S100A4 MyoIIA | PGC1a acetyl inh
13 | COC(=O)[C@]12CCCCC=C1N(CCc1ccc(OC)c(OC)c1)C(=O)[C@H](CC(=O)N1CCSCC1)C2 | -22.1 | -0.8 | -2.5 | .
14 | CO[C@H]1CN(C)C(=O)c2ccc(NC(=O)c3ccccc3F)cc2OC[C@@H](C)N(CC2CC2)C[C@H]1C | -6.0 | -5.8 | 3.1 | -10.4
15 | COc1cccc(NC(=O)N2[C@@H](CO)[C@H](c3ccccc3)[C@@H]2CNC(C)C)c1 | -5.3 | -3.9 | 7.1 | -11.0
16 | C[C@H](CO)N1C[C@H](C)[C@H](CN(C)Cc2ccccc2)Oc2ccc(NC(=O)NC3CCCCC3)cc2CC1=O | 4.1 | 3.2 | -2.7 | .
17 | Cc1noc(C)c1S(=O)(=O)N(C)C[C@@H]1OCCCC[C@@H](C)Oc2ccc(NC(=O)c3ccccc3)cc2C(=O)N([C@@H](C)CO)C[C@H]1C | -4.4 | -1.2 | -0.5 | -11.2
18 | O=C(C[C@H]1CC[C@@H](NC(=O)c2cnccn2)[C@H](CO)O1)NCc1ccccc1F | 23.5 | 0.4 | 13.1 | .
19 | N#C/C(=C/c1ccc2c(c1)OCO2)C(=O)NCCc1c[nH]c2ccccc12 | . | 2.7 | 4.3 | 13.1
20 | CCN(CCS(=O)(=O)c1ccc(Cl)cc1)C(=O)Nc1ccc(Cl)cc1 | . | -2.1 | -3.8 | -12.8
21 | O=C(NCc1cccc(C(F)(F)F)c1)C1CCCN(c2cnccn2)C1 (configuration not stated) | -0.9 | -2.3 | -2.8 | -3.4
22 | C[C@H](NC(=O)C[C@H]1CC[C@@H](NC(=O)CN2CCOCC2)[C@H](CO)O1)c1ccccc1 | -15.1 | 2.2 | 10.4 | 1.7
23 | Cn1cccc1/C=C1\CCc2ccccc2C1=O | 59.5* | 0.2 | -6.7 | 3.8
24 | CCc1nc2ccc(C(=O)NCCCN(C)C)cn2c1N(C)CCCc1ccccc1 | 19.0 | -4.6 | -3.6 | 5.0

item | ERAP1 inh | Statin myotox sup | Cneo AK release | Xi reactivation
13 | . | . | . | 0.0
14 | -7.2 | 0.9 | -6.9 | 0.3
15 | -0.3 | 0.3 | 3.0 | 0.2
16 | 0.1 | -21.5 | -0.2 | -1.0
17 | 0.4 | . | 1.0 | 0.1
18 | 1.3 | -5.0 | 0.6 | 0.5
19 | 0.3 | . | . | .
20 | 0.3 | . | . | 0.0
21 | 3.2 | 2.7 | 1.0 | 0.0
22 | 0.5 | 0.8 | 3.8 | -0.2
23 | 0.3 | 7.6 | -9.1 | 0.0
24 | -0.9 | -6.9 | 0.2 | -0.2

Later entries
item | structure | LGR2 inh | SIRT5 inh | S100A4 MyoIIA | PGC1a acetyl inh
25 | CS(=O)(=O)c1cccc(C(=O)OCC(=O)NCc2cccs2)c1 | 9.4 | 0.9 | 6.5 | -4.0
26 | COc1ccc(NC(=O)Nc2ncccc2C)cc1 | 11.7 | -5.7 | -11.0 | -3.0
27 | CCc1ccc(NC(=O)Cn2cnc3c(=O)n(C)c(=O)n(C)c32)cc1 | 3.5 | -4.6 | -9.6 | .
28 | Cc1cc(C(=O)Nc2cccc3c2O[C@@H](CN(C)Cc2ccccc2)[C@H](C)CN([C@H](C)CO)C3=O)n(C)n1 | 1.7 | -1.8 | 17.0 | .
29 | CC(C)(C)N1C(=O)[C@H]2[C@@H](c3ccc(Br)cc3)N3C(=O)N(c4ccc(Br)cc4)C(=O)[C@@]3(Cc3ccccc3)[C@H]2C1=O | 23.1 | -0.2 | -4.9 | -5.5
30 | Nc1ccc(C(=O)c2ccc3c(c2)OCCO3)cc1N | -26.3 | 1.5 | -2.5 | -1.9
31 | CCOc1ccc(N(CC(=O)Nc2ccccc2C)S(=O)(=O)c2c(C)[nH]c(=O)[nH]c2=O)cc1 | -7.7 | -6.7 | -5.1 | 0.4
32 | O=C(Cc1ccccc1Cl)N/N=C/c1cccnc1 | 5.9 | 2.0 | 1.0 | 6.5
33 | COCCN(CC(=O)Nc1ccccc1C(F)(F)F)C(=O)c1ccc(-n2cccn2)cc1 | -0.7 | 6.7 | -12.5 | 11.7
34 | Cc1ccc(C)c(NC(=O)C2CC(O)CN2C(=O)Oc2ccccc2)c1 (configuration not stated) | -4.0 | 0.2 | -20.2 | 0.7
35 | Cc1c(C)n(C)c2ccc(C(=O)NCCCN3CCOCC3)cc12 | -20.1 | 0.7 | 0.0 | -35.9
36 | CC(C(=O)c1ccc(Br)cc1)[n+]1cccc2ccccc21 (configuration not stated) | -3.9 | -1.5 | -16.1 | 14.9

item | ERAP1 inh | Statin myotox sup | Cneo AK release | Xi reactivation
25 | 8.7 | -3.3 | 8.4 | -0.1
26 | 4.5 | -1.1 | -11.4 | .
27 | 15.6 | . | . | 0.6
28 | 0.0 | 8.8 | -3.9 | -0.1
29 | -2.7 | 5.0 | -1.1 | .
30 | 2.8 | -6.8 | -2.8 | .
31 | . | -3.9 | -3.7 | -0.1
32 | -0.6 | -9.2 | 5.9 | 0.2
33 | 2.0 | -1.4 | -0.8 | 0.2
34 | 39.3* | . | -1.0 | 0.0
35 | -2.6 | -25.8 | -11.6 | 0.1
36 | -2.1 | -8.5 | 7.6 | 0.0

Later entries.
item | structure | LGR2 inh | SIRT5 inh | S100A4 MyoIIA | PGC1a acetyl inh
37 | CCCCNC(=O)[C@@](CC)(ONc1ccccc1C(F)(F)F)c1cccc2ccccc12 | . | 1.1 | -1.8 | 0.9
38 | CC(=O)c1ccc(C(=O)N2CCCC(CO)(Cc3ccccc3C)C2)s1 (configuration not stated) | -0.9 | 0.3 | 0.0 | -2.1
39 | COc1cc(CN2CCN(CCOCCO)CC2)cc(OC)c1OC | 4.0 | . | . | 0.5
40 | CCCc1c(C(=O)N/N=C(/C)c2ccncc2)nnn1-c1nonc1N | -6.1 | -4.5 | -2.3 | -0.1
41 | COc1cc(OC)c(C(=O)O/N=C(\N)c2ccccc2)cc1OC | -0.9 | -0.1 | -4.3 | 5.7
42 | CN1C(=O)c2cccc(N(C)C)c2C1=O | -15.5 | -8.4 | -2.0 | 2.2
43 | Cc1ccccc1-c1ccc([C@@H]2[C@@H](CO)N3CCCCN(CC4CC4)C[C@H]23)cc1 | 4.1 | 0.2 | -8.1 | -4.8
44 | C=CCn1cc(C(=O)NCc2ccc(Cl)cc2)c(=O)c2cc(S(=O)(=O)N(CC)CC)ccc21 | -9.5 | -1.3 | -6.7 | -1.0
45 | CSc1nc(O)c(C(c2ccccc2Cl)c2c(O)nc(SC)[nH]c2=O)c(=O)[nH]1 | 4.6 | -4.0 | 1.0 | .
46 | C#CCN(C[C@H]1[C@H](OC(=O)NCc2ccccc2)[C@H](OC(=O)NCc2ccccc2)C[C@H]2C(=O)N(c3ccccc3)C(=O)[C@@H]12)S(=O)(=O)c1ccc(C)cc1 | 13.9 | 0.2 | 0.1 | 13.0
47 | O=C(C[C@H]1C=C[C@@H](NS(=O)(=O)c2ccc(F)cc2)[C@H](CO)O1)NCCc1ccncc1 | -21.1 | -1.9 | 6.4 | 5.0
48 | CC(=O)N1CCCCN2[C@@H](CO)[C@H](c3ccc(-c4ccc(C)cc4)cc3)[C@@H]2C1 | 8.1 | 2.5 | -3.9 | 1.1

item | ERAP1 inh | Statin myotox sup | Cneo AK release | Xi reactivation
37 | 1.3 | -11.3 | -4.7 | -0.2
38 | -1.6 | -12.1 | 0.4 | 0.0
39 | . | 0.5 | -0.2 | .
40 | -1.0 | -18.9 | 4.1 | 0.0
41 | 1.0 | -3.3 | 0.8 | 0.0
42 | -0.7 | -21.7 | 0.7 | .
43 | -2.0 | -4.2 | 49.7 | 0.1
44 | 0.1 | . | -0.1 | -0.1
45 | -2.2 | . | . | 0.1
46 | . | -8.4 | -1.8 | 0.0
47 | -2.1 | -5.1 | 1.0 | 0.3
48 | 0.0 | . | -1.3 | -0.1

3 of the compounds above, screen by screen:
#43 Cc1ccccc1-c1ccc([C@@H]2[C@@H](CO)N3CCCCN(CC4CC4)C[C@H]23)cc1
#44 C=CCn1cc(C(=O)NCc2ccc(Cl)cc2)c(=O)c2cc(S(=O)(=O)N(CC)CC)ccc21
#45 CSc1nc(O)c(C(c2ccccc2Cl)c2c(O)nc(SC)[nH]c2=O)c(=O)[nH]1

Assay by compound	43	44	45
LGR2 inh	4.1	-9.5	4.6
SIRT5 inh	0.2	-1.3	-4.0
S100A4 MyoIIA	-8.1	-6.7	1.0
PGC1a acetyl inh	-4.8	-1.0	.
ERAP1 inh	-2.0	0.1	-2.2
Statin myotox sup	-4.2	.	.
Cneo AK release	49.7	-0.1	.
Xi reactivation	0.1	-0.1	0.1
